# Screening results as filed in PubChem.
# Rv3671c inh = inhibits the M. tuberculosis serine protease Rv3671c; inhibition, % at 5.96 µM; AID 2606; P9WHR9; 0.048% of 320,000 active; in the data active = inhibition above about 38%;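 note: extracellular domain of Rv3671c used as enzyme; 0% = enzyme with DMSO and 100% = no enzyme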
# Target sequence (P9WHR9 whole entry, looked up, the tested form may be a part): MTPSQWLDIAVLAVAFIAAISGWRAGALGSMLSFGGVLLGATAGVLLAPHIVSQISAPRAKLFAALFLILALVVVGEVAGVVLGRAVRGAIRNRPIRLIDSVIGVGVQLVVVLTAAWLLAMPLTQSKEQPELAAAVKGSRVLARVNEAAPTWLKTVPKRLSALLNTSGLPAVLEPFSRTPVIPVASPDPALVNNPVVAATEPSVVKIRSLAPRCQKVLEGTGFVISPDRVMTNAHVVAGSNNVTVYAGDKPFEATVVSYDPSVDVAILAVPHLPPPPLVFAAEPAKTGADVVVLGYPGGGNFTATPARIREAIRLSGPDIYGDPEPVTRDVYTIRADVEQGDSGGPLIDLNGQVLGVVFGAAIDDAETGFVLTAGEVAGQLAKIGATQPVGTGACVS
# PrPC surface inh = cell surface PrPC inhibition, primary TR-FRET screen; P04156; TR-FRET read-out; inhibition, % at 13.8 µM; 0.43% of 370,000 active; in the data active = inhibition above about 24%; note: 0% = median of the test wells and 100% = reference compound wells
# BoNT-A LC inh2 = inhibitors of Botulinum neurotoxin A light chain protease. inhibition, % at 10 µM. multiplex microsphere protease substrate cleavage, flow cytometry. 0.17% of 360,000 active. AID 588499; note: plate controls were buffer without enzyme for full effect and enzyme alone for no effect
# Anthrax LF inh2 = inhibitors of Bacillus anthracis lethal factor protease | P15917 | multiplex microsphere protease cleavage assay, LF | inhibition, % at 10 µM | 0.12% of 360,000 active; note: plate controls were buffer without enzyme for full effect and enzyme alone for no effect
# VHR inh abs = DUSP3 (human) phosphatase inhibition; P51452; recombinant VHR phosphatase, pNPP absorbance; 0.52% of 290,000 active; inhibition, % at 13.3 µM; AID 1654; in the data active = inhibition above about 50%; note: some compounds called inactive have numbers as strong as hits
# Target sequence (P51452 whole entry, looked up): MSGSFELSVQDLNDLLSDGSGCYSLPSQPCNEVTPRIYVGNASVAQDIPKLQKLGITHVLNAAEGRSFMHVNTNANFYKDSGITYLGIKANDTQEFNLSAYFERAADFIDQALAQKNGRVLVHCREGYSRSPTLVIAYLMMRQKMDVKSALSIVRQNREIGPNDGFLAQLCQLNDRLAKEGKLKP
# MazF activator = activators of E. coli MazEF toxin-antitoxin RNase | P0AE70 | FAM/BHQ RNA-DNA oligo cleavage fluorescence, 5 h | activation, % at 20 µM | 0.32% of 350,000 active | AID 504720; in the data active = activation above about 50%
# Target sequence (P0AE70 whole entry, looked up): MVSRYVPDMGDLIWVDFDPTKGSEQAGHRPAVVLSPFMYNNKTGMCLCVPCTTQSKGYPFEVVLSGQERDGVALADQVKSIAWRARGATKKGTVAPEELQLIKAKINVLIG
# BoNT-F LC inh = inhibitors of Botulinum neurotoxin F light chain protease. Multiplex microsphere protease cleavage assay, flow cytometry. inhibition, % at 10 µM. 0.22% of 360,000 active. AID 588497; in the data active = inhibition above about 35%, passing the limit was not always enough; inconclusive = no clear call, values can overlap the other calls; note: plate controls were buffer without enzyme for full effect and enzyme alone for no effect
# CCHFV vOTU inh = CCHFV vOTU protease inhibition; Pep-AMC fluorescence; inhibition, % at 11.5 µM; 0.55% of 370,000 active; AID 651958; in the data active = inhibition above about 30%; note: 0% = vehicle wells with enzyme and 100% = no enzyme wells
# SSB-PriA inh = inhibitors of Klebsiella pneumoniae PriA binding to SSB C-terminal tail. AlphaScreen SSBct-PriA binding, biotinylated peptide. 0.6% of 430,000 active. inhibition, % at 33 µM; in the data active = inhibition mostly above about 37%, no sharp cut-off; inactive = mostly below about 20%;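 note: plate controls were negative control peptide for no effect and reference peptide for full effect; strong numbers were not always called active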
# 3CLpro inhibitor = SARS-CoV 3CLpro protease inhibition. AID 1706. P0C6X7. inhibition, % at 6 µM. 0.14% of 290,000 active. recombinant SARS-CoV 3CLpro, quenched FRET peptide cleavage; in the data active = inhibition above about 12%
# Active calls of the source: *; ? = inconclusive; · = no result given; & = joins results of further samples. Cut-off read from the data, not from the text of the source, unless noted: active = inhibition above about 30%; inconclusive = no clear call, values can overlap the other calls; inactive = below that. Only part of the results is shown (hit frequency here may not be typical).
# Sample of the layout (two entries):
SMILES,Rv3671c inh,PrPC surface inh,BoNT-A LC inh2,Anthrax LF inh2,VHR inh abs,MazF activator,BoNT-F LC inh,CCHFV vOTU inh,SSB-PriA inh,3CLpro inhibitor
Cc1cccc(NC(=O)CSc2nc(=O)n(CCCN3CCOCC3)c3c2CCCC3)c1,-4,-1,·,·,·,3,·,-4,0,·
O=C(CSc1nc2ccccc2[nH]1)NC(=O)NCc1ccco1,-2,2,-0.2,-3,-2,-10,7,8,5,4

# All compounds of this part (from the top)
SMILES,Rv3671c inh,PrPC surface inh,BoNT-A LC inh2,Anthrax LF inh2,VHR inh abs,MazF activator,BoNT-F LC inh,CCHFV vOTU inh,SSB-PriA inh,3CLpro inhibitor
Cc1cccc(NC(=O)CSc2nc(=O)n(CCCN3CCOCC3)c3c2CCCC3)c1,-4,-1,·,·,·,3,·,-4,0,·
O=C(CSc1nc2ccccc2[nH]1)NC(=O)NCc1ccco1,-2,2,-0.2,-3,-2,-10,7,8,5,4
Cn1c(CSc2ncccn2)nnc1SCC(=O)N1CCCC1,6,-3,-1.5,1,9,0,4,8,-7,1
Cc1ccc(-n2c(Cn3cnc4ccccc43)nnc2SCC(=O)O)cc1,-3,-6,-0.4,-1,48,8,10,11,-7,0
CCOC(=O)C1=C(C)NC(SCC(N)=O)=C(C#N)C1c1ccncc1 (centres undefined),0,-8&-5,0.4&0.2,-5&0,36,-5&4,-5&-3,-11&2,5&-12,-6
COc1ccc(/C=N/OCc2ccc(Br)cc2)c(OC)c1,0,2,-4.2,-10,·,4,-24,14,·,0
Cn1c2c(c(=O)n(C)c1=O)C(c1ccc(O)cc1)Nc1ccccc1O2 (centres undefined),2,-2,-0.4,-7,27,8,10,-9,-16,4
N=C1CCCN1CC(=O)c1ccc(Cl)cc1,-7,3,-0.4,0,28,-6,-5,0,-7,3
CC(C)NC(=O)c1onc(CSc2ccc(Cl)cc2)c1C(=O)NC(C)C,-7,9,-0.8,-1,-12,5,-13,0,-10,·
COc1cc(C)c(C)cc1S(=O)(=O)N1CCN(Cc2ccccc2)CC1,-5,3,0.7,2,2,-2,-10,-11,-11,1
O=C(NCC1=C(c2ccc3ccccc3c2)C[C@@H]2CC[C@H]1N2Cc1ccco1)c1ccc([N+](=O)[O-])cc1,·,-12,-0.6,-12,·,-16,-8,-5,·,·
CCCOc1ccc(N2C(=O)CC(N3CCOCC3)C2=O)cc1 (centres undefined),-5,-1,-0.4,-6,31,0,0,-7,-22,-1
O=C(NNc1ccc([N+](=O)[O-])cc1[N+](=O)[O-])c1ccco1,-4,·,-2.8,-1,24,0,-1,·,23,-6
NNc1nc2c(Cl)c(Cl)ccc2s1,12,-3,0.3,-3,-7,4,-1,11,4,-1
Cc1cc(O)c(Sc2ccc(Cl)cc2)c(=O)[nH]1,-8,-5,-0.3,0,·,4,2,-7,-3,·
CCOCCn1c(COc2ccccc2)nc2ccccc21,1,2,-0.5,0,14,9,-3,1,-16,5
CN(Cc1cnccn1)Cc1ccccc1OCC(O)CN1CCc2ccccc2C1 (centres undefined),4,-8,0.6,-2,13,10,4,1,-1,-1
Cc1ccc(NC(=S)NC(=O)CC2CC(C)(C)OC2=O)cc1 (centres undefined),10,-5,0.2,-1,58*,12,-2,-3,3,0
Cc1noc(C)c1C(=O)Nc1cccc(S(=O)(=O)N2CCOCC2)c1,-1,-7,0.4,-7,·,-1,5,2,2,·
Fc1c(F)c(F)c(N2CCNCC2)c(F)c1F,0,-3,-1.3,-7,17,5,-9,6,-12&6,0
Cc1ccc(C)n1NC(=O)c1cccs1,-10,-5,3.4,2,-11,7,-6,-8,-9,3
COc1cc(CNn2nnnc2N)ccc1OCc1c(Cl)cccc1Cl,-8,6,-0.9,-5,25,-9,-5,-8,-10,-1
CCOC(=O)N(C)c1c(CC)nc2c(OCCC3CCCCC3)cccn12,·,24,-0.4,0,·,·,-3,30*,·,·
CCc1ccc(C(=O)Nc2ccc3nc(C)ccc3c2)cc1,-8,-1,1.5,-3,14,1,5,-1,1,1
O=NN(CCCl)C(=O)NCCCl,-1,-3,-1.6,-3,·,2,-9,0,1,·
O=c1cc(-c2cccc([N+](=O)[O-])c2)[nH][nH]1,-77,-6,-0.8,-3,-3,0,-2,-14,-1,-3
CCc1ccc(C(=O)Nc2ccc(C)c(NS(C)(=O)=O)c2)cc1,3,4,0.2,-2,8,-9,-8,-12,-17,1
CCOC(=O)N1CCN(C(=O)COC(=O)c2oc3ccc(OC)cc3c2C)CC1,5,-5,-1.1,-3,10,2,-2,-25,-9,1
C=CCN1C(=O)c2ccc(C(=O)N(CC)CC(=O)Nc3ccc(OC)cc3)cc2C1=O,6,-5,2.3,1,·,5,?,11,-9,·
N#Cc1c(NC2CCCCC2)nc(-c2ccco2)c2c1CCCC2,1,·,3.2,0,15,5,3,·,-5,-2
CN(CCc1ccccn1)C(=O)c1cccnc1Oc1ccccc1,-3,5,3.5,-3,16,7,?,-10,-2,1
O=C(O)c1ccccc1C(=O)Nc1ccc(S(=O)(=O)Nc2nccs2)cc1,5,-5,-0.7,-1,·,4,-9,12,-3,·
CN1C(=O)C(C)(C)c2cc(S(=O)(=O)NCC(=O)NCc3ccccc3)ccc21,3,·,-0.3,1,6,6,3,·,-13,-2
COc1cc(C(=O)N2CCN(S(=O)(=O)c3ccc(C)cc3)CC2)ccc1OCc1c(C)noc1C,-1,0,0.0,-3,-10,1,-5,-1,-30,4
COc1ccc(C2CC(c3ccc(C(F)(F)F)cc3)=NN2c2ccc(S(N)(=O)=O)cc2)cc1 (centres undefined),·,-1,0.4,-2,·,-4,0,-73,-14,·
Cc1[nH]nc2c1/C(=N\O)CCC2,3,1,-2.1,-2,30,7,-8,-2,·,-1
CCCCOc1ccc(C2=CSC3=NCCN23)cc1[N+](=O)[O-],3,-8,4.7,9,7,-2,7,3,0,0
COC(=O)[C@H](CCSC)NC(=O)NCc1ccc(S(N)(=O)=O)cc1,1,-6,-0.8,-3,36,3,-8,-2,-11,4
NC(=O)c1cccnc1Oc1ccccc1,-1,1,-0.5,9,6,-9,0,4,-8,0
CCOc1ccc(C(NC(=O)c2ccco2)c2ccc(OC)c(OC)c2)cc1 (centres undefined),-2,2,0.4,0,11,-9,1,-6,4,0
N#CCSc1nnc(-c2ccc(S(=O)(=O)N3CCOCC3)cc2)n1CC1CCCO1 (centres undefined),0,0,?,-6,19,-15,-6,-8,-2,0
O=C(c1ccccc1)c1ccc(C(=O)N2CCN(c3ccc(O)cc3)CC2)cc1,2,7,·,·,·,2,·,14,7,·
CC(NS(=O)(=O)c1ccccc1)C(c1cccs1)N1CCN(c2ccccc2)CC1 (centres undefined),-3,-2,-3.6,-3,11,-4,-7,1,8,3
CC(=O)N1CCCc2cc(S(=O)(=O)Nc3ccc(C)cc3C)ccc21,-4,5,0.3,-3,40,7,-8,5,-1,-3
Cn1nccc1NC(=O)Nc1cccc(Cl)c1Cl,-4,0,-1.0,-10,-20,-5,-14,0,-9,-5
O=C1NN=C(CSc2n[nH]c(=S)s2)CS1,-4,7,0.6,-3,11,1,-5,-3,-1,-1
COCCn1c(SCC(=O)N2CC(=O)Nc3ccccc32)nc2ccccc2c1=O,-4,-3,0.7,-6,6,-3,-2,-11,1,-1
Cc1ccccc1-[n+]1c(-c2ccccc2)cc(-c2ccccc2)cc1-c1ccccc1,-3,8,0.3,7,·,14,0,0,-4,·
CCOC(=O)CN1NC2(CCCCC2)NC1=S,4,-7,0.7,-2,-13,5,11,7,-11,0
CC(=O)Oc1ccc(-c2ccc(C(=O)NCCc3ccc(S(N)(=O)=O)cc3)cc2)cc1,-28,0,0.9,1,-30,2,-17,3,-10,-3
O=C(Nc1nc2ccc(Oc3ccccc3)cc2s1)c1cc([N+](=O)[O-])ccc1N1CCOCC1,4,-8,2.1,0,13,-1,-6,-3,20,-1
COc1cccc2c1OC[C@@H](CO)[C@H]2N(C)C(=O)Nc1ccc(Cl)cc1Cl,6,8,-6.7,-1,14,-3,-10,-12,-6,-3
COc1ccc(C(=O)N2CCCc3ccccc32)cc1Br,-2,10,-1.5,6,8,4,?,-4,-3,-2
Cc1ccc(NC(=O)CSc2nc3c(c(=O)[nH]2)CCCC3)cc1C,-2,9,-0.8,0,6,9,-2,8,-4,1
C[C@H](NC(=O)c1ccc(C(C)(C)C)cc1)C(=O)N1CCC2(CC1)NCCc1[nH]cnc12,8,-1,-2.4,0,40,-2,-4,-3,22,-1
N=c1oc2ccc(Cl)cc2cc1C(=O)Nc1ccc(F)cc1,0,0,-1.2,-4,24,-5,2,-12,2,7
COc1ccccc1N(CC(=O)NCc1ccccc1)S(C)(=O)=O,0,0,0.2,-2,13,5,-2,10,-10,2
CS(=O)(=O)N(CC(=O)N1CCCC1)C1CCCCC1,·,11,-0.1,-4,·,7,-4,10,·,·
O=C1CN(C(=O)c2ccccc2)c2ccccc2N1,0,-2,0.6,-2,-11,2,3,0,1,-1
CCOC(=O)C1CCN(Cc2ccc(OCc3ccccc3)c(OC)c2)CC1,-2,·,-1.0,12,-8,7,-8,·,-2,1
# Other results:
SMILES,Rv3671c inh,PrPC surface inh,BoNT-A LC inh2,Anthrax LF inh2,VHR inh abs,MazF activator,BoNT-F LC inh,CCHFV vOTU inh,SSB-PriA inh,3CLpro inhibitor
OC(CNCCc1ccc(C(F)(F)F)cc1)COc1ccc2ccccc2c1 (centres undefined),1,5,0.6,-4,5,5,-15,15,4,1
CC(CCc1ccccc1)NC(=O)C1CCN(S(=O)(=O)N2CCCCC2)CC1 (centres undefined),0,11,-1.6,-1,5,1,-12,-12,-4,-4
C=C1C(=O)[C@]23C[C@H]1CCC2[C@@]1(C)C(C[C@@H]3O)[C@](C)(C(=O)O)C[C@H](O)[C@@H]1O (some centres undefined),·,-4,-0.3,-2,·,·,-7,-1,·,·
Cc1cc(C)c2nc(N3C(=O)C(O)=C(C(=O)c4ccco4)C3c3cccc(O)c3)sc2c1 (centres undefined),7,-2,-0.3,-4,·,4,0,36*,-3,·
COc1ccccc1CN1CC(C(=O)NCc2nccn2C)CCC1=O (centres undefined),-4,1,-3.4,1,9,1,-5,23,-3,-5
O=[N+]([O-])c1ccc(N2CCC(O)CC2)nc1,6,-27,0.2,2,-3,5,4,11,-23,7
Cc1nn2c(C)c(C(=O)Nc3ccccc3)cnc2c1C#N,-3,-8,-1.2,-4,51*,4,-10,-18,-7,2
COc1cc(CC(=O)OCC(=O)NC2CC2)cc(OC)c1OC,-1,-1,0.6,-5,-15,8,-8,-10,-4,3
C=CCn1c(SCC(N)=O)nnc1-c1cnccn1,-3,7,-0.5,5,-4,5,-12,9,-11,5
COCCOC(=O)c1sc(=S)n(CCOC)c1N,40*,1,0.1,2,4,-39,-3,-8,-3,-2
CCOC(=O)N1CCC(Nc2ncnc3c2cnn3-c2ccc(Cl)cc2)CC1,·,-14,0.6,-1,-6,-1,4,12,3,0
COc1ccccc1C(=O)NC(=O)COC(=O)c1nccnc1N,2,5,-0.1,-7,·,-6,0,-137,-6,·
CN(C)S(=O)(=O)c1ccc(NC=C(C#N)C#N)cc1,6,-2,-0.4,3,-12,3,2,6,-1,1
O=C(NCCc1ccccc1)c1nc(CS(=O)(=O)c2ccc(Cl)cc2)no1,-3,9,0.2,2,-25,0,-8,3,1,3
COc1cc(/C=C/C(=O)OCC(=O)N(C)CC(=O)Nc2ccc(F)cc2)ccc1OC(F)F,2,13,1.0,-5,·,1,-3,12,5,·
Cc1cccc(NC(=O)C2CCCN2C(=O)OCC(C)C)c1 (centres undefined),8,-1,0.8,-3,12,6,6,-6,-14,7
CCN(c1ccccc1)S(=O)(=O)c1ccc(C(=O)NCC(=O)Nc2ccc(F)c(F)c2F)cc1,-11,9,-2.6,4,·,-12,-6,23,-14,·

# A run of entries taken from the entries so far, for reference:
SMILES,Rv3671c inh,PrPC surface inh,BoNT-A LC inh2,Anthrax LF inh2,VHR inh abs,MazF activator,BoNT-F LC inh,CCHFV vOTU inh,SSB-PriA inh,3CLpro inhibitor
COCCn1c(SCC(=O)N2CC(=O)Nc3ccccc32)nc2ccccc2c1=O,-4,-3,0.7,-6,6,-3,-2,-11,1,-1
Cc1ccccc1-[n+]1c(-c2ccccc2)cc(-c2ccccc2)cc1-c1ccccc1,-3,8,0.3,7,·,14,0,0,-4,·
